Assay outcomes as filed in PubChem BioAssay.
Gli-Sufu antag – Gli-Sufu pathway antagonism | AID 588413 | inhibition, % at 5 µM | 340,000 compounds, 0.74% hits | Sufu-KO-LIGHT fibroblasts, Gli luciferase reporter luminescence;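 active = inhibition above about 55%, limit read from the data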;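 also: 0% = DMSO-treated cells and 100% = wells with medium but no cells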
ATG4B inhibitor – ATG4B (human) cysteine protease inhibition; 340,000 compounds, 0.51% hits; inhibition, % at 8.33 µM; ATG4B cleavage of LC3-PLA2, NBD-HPC fluorescence, 1 h; AID 504462; in the data active = inhibition above about 40%
APJ agonist – APJ receptor agonism; P35414; CHO-K1 APJ PathHunter beta-arrestin, luminescence; 0% DMSO wells, 100% apelin; activation, % at 20 µM; 330,000 compounds, 0.11% hits; AID 2520;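 active = activation more than six SD over the plate average, tested at 20 µM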;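 also: 0% = DMSO alone and 100% = apelin-13 at 10 nM; some results filed as inactive read as strong as hits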
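Material: CHO-K1 APJ beta-arrestin complementation cell line; Input: cell density 1000 per well; Incubation: compound stimulation 90 min at 25 °C, detection 60 min; Signal: luminescence from split beta-galactosidase complementation, Galacton Star/Emerald II substrate; Controls: DMSO-only wells as negative, 10 nM Apelin-13 as positive control.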
APJ antag – APJ receptor antagonism; P35414; CHO-K1 APJ beta-arrestin complementation, luminescence; inhibition, % at 20 µM; 330,000 compounds, 0.32% hits;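 active = inhibition above about 40% at 20 µM, limit read from the data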;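 also: cells challenged with 10 nM apelin-13 agonist together with compound; plate controls were apelin-13 plus DMSO wells for no effect and DMSO wells lacking apelin-13 for full effect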
EBI2 antag – blocks human EBI2 receptor beta-arrestin signaling. 360,000 compounds, 0.81% hits. EBI2 beta-arrestin recruitment, luminescence, 7a,25-OHC stimulated. P32249. inhibition, % at 5 µM; in the data active = inhibition above about 38%;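 also: enzyme fragment complementation signal reports receptor beta-arrestin coupling in cells; 0% = agonist plus DMSO wells and 100% = wells without agonist; some results beyond the cut were filed as inactive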
CCR6 antag – blocks CCL20-driven beta-arrestin recruitment at human CCR6; P51684; CHO-K1 CCR6 PathHunter beta-arrestin, luminescence, CCL20-stimulated; inhibition, % at 20 µM; 340,000 compounds, 0.49% hits;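 active = compounds whose inhibition of the agonist-driven luminescence signal at 20 µM reaches about 50%, limit read from the data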;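 also: cells stimulated with CCL20 at 14 nM final; plate controls were DMSO with CCL20 for no effect and DMSO without agonist for full effect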
Target sequence (P51684 whole entry, looked up): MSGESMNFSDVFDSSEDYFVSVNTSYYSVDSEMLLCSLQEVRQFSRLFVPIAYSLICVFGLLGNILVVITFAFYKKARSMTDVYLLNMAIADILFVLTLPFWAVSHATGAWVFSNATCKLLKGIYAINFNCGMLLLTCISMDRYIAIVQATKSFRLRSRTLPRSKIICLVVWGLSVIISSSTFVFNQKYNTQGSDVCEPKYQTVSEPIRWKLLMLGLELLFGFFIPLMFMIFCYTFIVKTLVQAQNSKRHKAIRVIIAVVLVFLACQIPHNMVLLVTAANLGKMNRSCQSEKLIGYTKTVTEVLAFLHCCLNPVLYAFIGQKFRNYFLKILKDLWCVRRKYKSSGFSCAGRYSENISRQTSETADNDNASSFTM
CXCR6 block – CXCR6 (human) receptor inhibition. O00574. inhibition, % at 20 µM. CHO-K1 PathHunter CXCR6 beta-arrestin, luminescence. 360,000 compounds, 0.36% hits; in the data active = inhibition above about 34%, passing the limit was not always enough;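 also: antagonist mode with CXCL16 agonist at 10 nM final; 0% = 10 nM CXCL16 with DMSO and 100% = unstimulated wells without agonist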
Target sequence (O00574 whole entry, looked up): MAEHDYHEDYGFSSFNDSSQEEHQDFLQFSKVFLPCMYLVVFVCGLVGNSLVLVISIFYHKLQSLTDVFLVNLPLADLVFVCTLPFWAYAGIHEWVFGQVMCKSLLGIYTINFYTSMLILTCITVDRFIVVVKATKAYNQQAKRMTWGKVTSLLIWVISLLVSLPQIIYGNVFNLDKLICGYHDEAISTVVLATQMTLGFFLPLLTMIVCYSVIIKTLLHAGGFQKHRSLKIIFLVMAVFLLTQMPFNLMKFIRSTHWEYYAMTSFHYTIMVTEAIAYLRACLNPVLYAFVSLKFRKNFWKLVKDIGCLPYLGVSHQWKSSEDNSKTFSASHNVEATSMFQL
UBC13 polyUb – blocks human UBC13 polyubiquitin chain formation | P61088 | TR-FRET | inhibition, % at 20 µM | 330,000 compounds, 0.47% hits | AID 485273; in the data active = inhibition above about 45%, passing the limit was not always enough
Target sequence (P61088 whole entry, looked up): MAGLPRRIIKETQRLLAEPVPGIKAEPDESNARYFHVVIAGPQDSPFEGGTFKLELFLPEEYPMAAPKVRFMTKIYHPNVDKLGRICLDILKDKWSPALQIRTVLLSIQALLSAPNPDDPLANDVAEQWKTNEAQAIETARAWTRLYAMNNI
Active calls of the source: *; · = no result given. The list is partial. The share of hits here may be higher or lower than overall.

SMILES	Gli-Sufu antag	ATG4B inhibitor	APJ agonist	APJ antag	EBI2 antag	CCR6 antag	CXCR6 block	UBC13 polyUb
CC(=NCc1ccco1)c1c(O)n(-c2ccccc2)c(=O)[nH]c1=O	3	-3	-6	17	-1	2	3	2
CCCCCCN1CCN(c2ccccc2Cl)CC1	-2	25	-3	15	-11	12	-9	11
CCC(=NCc1cccnc1)c1c(O)n(-c2ccccc2)c(=O)[nH]c1=O	-2	-10	-6	9	-1	3	-2	2
Cc1ccc(N2C(=O)CC(=O)NC2=O)c(C)c1	3	0	-3	12	-5	7	-16	-7
COC(=O)C1=C(c2ccccc2OCc2ccccc2)C[C@@H]2CC[C@H]1N2C(=O)NCc1cccc(C(F)(F)F)c1	18	16	-4	14	34	16	11	6
O=c1ccc2cc(O[C@@H]3O[C@H](CO)[C@@H](O)[C@H](O)[C@H]3O)c(O)cc2o1	5	5	·	·	-4	-5	2	·
Cc1cccc(OP(=O)(Nc2ccc(F)cc2)Oc2cccc(C)c2)c1	-17	21	-2	-25	7	27	10	-5
OC1(c2ccccc2)CCNC2CCCCC21 (centres undefined)	21	9	-3	-7	1	5	1	1
O=C(CNC(=O)c1ccccc1)Nc1ccc(Br)cc1C(=O)c1ccccc1	10	-8	6	-11	0	17	7	4
O=c1[nH]c(=O)n(Cc2ccc(F)cc2)c(O)c1C=NCc1cccnc1	5	-8	-3	-3	-8	10	4	5
NCCc1ccccc1	4	-16	-5	1	0	2	-1	-1
COc1ccc(CNCCc2c(C)[nH]c3ccc(OC(F)(F)F)cc23)c(OC)c1	57*	-1	2	-38	-1	3	-11	8
CC1C(c2cccs2)=[N+]([O-])C(C)(C(=O)c2ccc(F)cc2)N1O (centres undefined)	-1	-5	0	9	2	-10	0	-12
O=c1[nH]c(O)c(Cc2ccc3c(c2)OCO3)c(=O)[nH]1	3	-2	-1	-15	0	7	-6	2
COC(=O)C1=C(c2cccc(C#N)c2)C[C@@H]2CC[C@H]1N2C(=O)NCCCOC(C)C	-4	2	0	10	-9	12	-1	-11
CC(=O)c1ccc(NC2=NCCCS2)cc1	14	3	2	16	-9	15	0	6
COC(=O)C1=C(c2cccc(OC)c2OC)C[C@@H]2CC[C@H]1N2C(=O)NCCO	-10	6	-1	3	-2	8	4	-4
CC(OC(=O)c1cn(C)c2ccccc12)C(=O)N1CCCC1 (centres undefined)	-1	-4	-4	-3	-8	8	-1	8
CCCCC1C(=O)NC(=S)N(C)C1=O (centres undefined)	-29	-2	·	·	7	0	5	·
CC/C(=N\NC(=O)c1ccccc1Cl)c1c(O)n(C2CCCCC2)c(=O)[nH]c1=O	7	4	-2	3	-5	22	2	-11
c1ccc2c(c1)CNc1ccccc1O2	-3	0	-3	-5	1	7	-6	2
CC(=O)N1N=C2C3CCN(CC3)C2C1c1cccc2ccccc12 (centres undefined)	-4	-2	1	6	-7	3	-3	6
Cc1cccc(NC(=O)OC2CN3CCC2CC3)c1 (centres undefined)	-4	11	-3	10	-1	9	-6	9
O=C(C[n+]1ccn(CCCNP2(=O)C=C(c3ccccc3)OC(c3ccccc3)=C2)c1)c1ccccc1	9	-2	-3	13	7	20	-1	18
NS(=O)(=O)c1ccc(N=Nc2c(O)[nH]c(=S)[nH]c2=O)cc1	1	-2	-6	35	-1	25	12	-53
Cc1cccc(N2C(=O)NC(=O)/C(=C\c3cccn3-c3ccc(Cl)cc3)C2=O)c1	16	4	-2	5	8	-1	18	-21
CCCCn1c(O)c(C=Nc2c(C)n(C)n(-c3ccccc3)c2=O)c(=O)[nH]c1=O	0	-7	-3	14	2	-10	8	2
CCN(CC)c1ccc(CNCCc2ccccc2F)cc1	10	2	-3	-1	3	7	-10	5
Clc1ccc(C[n+]2c(-c3ccccc3)cc(-c3ccccc3)cc2-c2ccccc2)cc1	70*	17	7	15	-1	2	2	47*
C=CCn1c(O)c(C(C)=NCCCO)c(=O)[nH]c1=O	1	-9	-2	9	-6	5	-9	4
COC(=O)C1=C(c2ccc(F)cc2OCc2ccccc2)C[C@@H]2CC[C@H]1N2C(=O)NCc1cccc(C(F)(F)F)c1	-7	16	-5	5	23	13	15	2
Cc1nn(C2CCOC(C)(C)C2)c2c1C(c1ccc(OC(C)C)cc1)SCC(=O)N2 (centres undefined)	-4	-5	-3	-6	10	2	-3	6
CCC(C)N1Cc2ccccc2C1=N (centres undefined)	4	-5	-2	16	-5	4	8	4
O=c1c2ccccc2[se]n1-c1ccccc1	5	8	-1	-3	62*	15	-3	-25
COc1cc(OC)c(C=O)c(OC(=O)N(C)C)c1	2	1	-4	2	-3	2	8	4
O=P(NC1CCCCC1)(Oc1ccccc1)Oc1ccccc1	8	5	·	·	-6	19	-1	·
CCN(CC)c1ccc(CN(C)CCc2ccc(OC)c(OC)c2)cc1	9	-6	-7	18	-1	3	1	13
COC(=O)C1=C(c2cccc(OC)c2OC)C[C@@H]2CC[C@H]1N2C(=O)NCC1CC1	5	-8	5	25	-5	-8	3	2
Cc1ccccc1N1C(=O)NC(=O)/C(=C\c2ccc3c(c2)CCCN3Cc2ccccc2)C1=O	0	11	-3	-24	13	10	1	-10
O[C@H]1[C@H](O)[C@@H](O)CN2CC[C@H](O)[C@H]12	31	1	5	19	0	-2	-4	13
N#CC(C#N)=Cc1ccc(C=C(C#N)C#N)cc1	8	10	·	·	-9	4	12	·
CCCCCCn1c(O)c(C=NC2CCCCC2N)c(=O)[nH]c1=O (centres undefined)	1	0	-3	-2	·	17	·	-2
Cc1c(OC(=O)N(C)C)ccc2c1O/C(=C\c1ccco1)C2=O	-19	-9	-1	14	-40	16	0	-3
O=S1(=O)CC2(N3CCOCC3)CCCCCCC21 (centres undefined)	8	15	-1	-11	5	1	-2	-10
ClCCN1CCN(c2ccnc3cc(Cl)ccc23)CC1	0	-6	-2	-15	-4	9	11	62*
CC1CCCCN1Cc1c[nH]c2ccccc12 (centres undefined)	49	6	0	-12	-1	-8	-1	-10
COCCNCCOc1ccc(C(C)(C)c2ccccc2)cc1	-2	0	-3	-11	-7	11	-4	2
COc1cccc(CNCCc2c[nH]c3ccccc23)c1	10	0	-4	-4	6	3	-2	3
COc1ccc(OC)c(CC(=O)N(C)C2CCCN(Cc3ccccc3F)C2)c1 (centres undefined)	22	-7	0	-21	4	14	4	-12
NC(=O)Cn1cc(C(=O)c2ccccc2)c2ccccc21	3	3	-2	16	-7	-5	-7	-12
CC[C@@H](CO)NC(=O)[C@@H]1C=C2c3cccc4[nH]cc(c34)C[C@H]2N(C)C1	1	-2	·	·	-15	13	-14	·
O=c1c2ccccc2nc(-c2ccc(-c3ccccc3)cc2)n1-c1ccncc1	13	14	-2	3	30	5	0	5
CCc1sc(C(=O)N2CCC3(CC2)OCCO3)cc1Br	-5	-2	-7	-2	-2	5	4	5
CCN(CC)CCN1Cc2ccccc2C1=N	11	-1	-1	-8	-4	6	0	-5
CN(C)c1ccc(P(=S)(N(C)C)N(C)C)cc1	1	5	-5	-5	1	0	10	-3
CC(C)CCC1(CCc2ccncc2)C(=O)NC(=O)NC1=O	3	-11	0	6	4	1	-1	-4
Cn1c(O)c(C(=O)c2ccccc2Cl)c(=O)n(C)c1=O	-10	-8	-6	-14	-4	-8	6	7
CC(C)NC(C)Cc1ccc(I)cc1 (centres undefined)	5	7	1	1	-3	8	9	-3
CCCCCCN=C(C)c1c(O)n(CCCC)c(=O)[nH]c1=O	1	3	-3	6	6	4	-2	6
O=c1[nH]c(=S)n(Cc2ccc(F)cc2)c(O)c1C=NCCCn1ccnc1	7	-4	-3	-5	0	11	1	0

Other records.
SMILES	Gli-Sufu antag	ATG4B inhibitor	APJ agonist	APJ antag	EBI2 antag	CCR6 antag	CXCR6 block	UBC13 polyUb
O=C1CCCN1CC#CCN1CCCC1	15	-4	7	13	-6	0	-2	2
COC(=O)C1=C(c2ccc(F)cc2OCc2ccccc2)C[C@@H]2CC[C@H]1N2C(=O)NCc1ccccc1OC	29	10	-3	17	33	25	28	12
S=C(c1ccc(Cl)cc1)N1CCOCC1	1	-2	-3	-10	-3	-1	0	2
O=C(c1csc2c1CCCCC2)N1CCC2(CC1)OCCO2	-5	-5	0	7	0	6	2	-2
COC(=O)C1=C(c2ccc(Cl)c(C(F)(F)F)c2)C[C@@H]2CC[C@H]1N2C(=O)NC1CCCCC1	23	6	-3	6	7	26	16	6
CCN1C[C@]2(COC)CC[C@H](O)[C@@]34C5C[C@H]6[C@H](O)C5[C@](O)(C[C@H]6OC)[C@@H]([C@H](OC)C23)[C@@H]14 (some centres undefined)	-2	-35	·	·	7	0	0	-2
O=C(O)CCn1cc(C=C2C(=O)NC(=S)NC2=O)c(-c2cc3ccccc3oc2=O)n1	0	-7	·	·	-7	6	-4	·
COc1cccc(CC(=O)N2CCN(Cc3cccc(Cl)c3)CC2)c1	21	-3	-4	11	14	-5	3	0
O=C(c1ccc(N2CC3CC(C2)c2cccc(=O)n2C3)c([N+](=O)[O-])c1)N1CCCC1 (centres undefined)	17	7	-1	-11	-8	9	-2	-23
Cc1ccccc1-n1c(O)c(/C=N/N2CCOCC2)c(=O)[nH]c1=S	-6	-2	-4	11	-11	1	-3	-6
Cc1c(N=Cc2c(O)n(Cc3ccccc3)c(=O)[nH]c2=O)c(=O)n(-c2ccccc2)n1C	-2	-11	-5	4	2	15	10	-23
O=C(c1cccn2c(=O)c3ccccc3nc12)N1CCC2(CC1)OCCO2	0	-7	-3	-5	10	-9	0	5
Cc1ccc2c(c1)C1CN(C)CCC1N2C(=O)c1cccs1 (centres undefined)	7	1	-1	-11	4	15	2	-7
COc1ccc2c(c1)c(CCN)c(C)n2Cc1ccccc1	7	-6	0	0	-3	8	14	15
CCc1cc2c(N3CCN(C)CC3)ncnc2s1	-1	-14	6	14	6	8	5	-7
CC(=O)OC1(c2ccccc2)CCN(C)CC1(C)C (centres undefined)	8	-7	-1	4	-5	4	2	14
COc1ccc(C(CNC(=O)Cc2ccc(Cl)c(Cl)c2)N2CCCCC2)cc1 (centres undefined)	24	-4	2	-31	4	8	8	6
Oc1ccc(/C=N/NP(=S)(c2ccccc2)c2ccccc2)cc1	8	8	-4	16	5	-4	14	9
Cc1ccc(N2C(=O)NC(=O)/C(=C\c3cc(C)n(-c4ccc(C(=O)O)cc4)c3C)C2=O)cc1	-16	4	-3	21	2	11	0	-14
COc1ccccc1N1CCN(Cc2ccc(SC)cc2)CC1	14	5	-2	7	-9	2	-11	7
C=CCn1c(O)c(C(C)=NCCc2c[nH]c3ccccc23)c(=O)[nH]c1=O	8	-4	3	-5	5	-2	-1	6
Nc1c(C(=O)OCC2CCCO2)c2nc3ccccc3nc2n1Cc1cccs1 (centres undefined)	12	-25	-6	35	21	28	30	5
CCOP(=O)(OCC)C(Cc1ccccc1)NC(C)=O (centres undefined)	-5	3	0	-19	-6	-2	0	-1
